MC4R antag cAMP = antagonists of human melanocortin 4 receptor (MC4R); 0.48% of 360,000 active; inhibition, % at 6.5 µM; P32245; MC4R-expressing cells, MTII-stimulated cAMP, LANCE TR-FRET;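 active = inhibition above its plate's cutoff, the mean of tested wells on that plate plus 3 SD, cut at about 29% in these data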;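 note: 0% = Melanotan II alone and 100% = Melanotan II plus saturating MCL0020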
Target sequence (P32245 whole entry, looked up): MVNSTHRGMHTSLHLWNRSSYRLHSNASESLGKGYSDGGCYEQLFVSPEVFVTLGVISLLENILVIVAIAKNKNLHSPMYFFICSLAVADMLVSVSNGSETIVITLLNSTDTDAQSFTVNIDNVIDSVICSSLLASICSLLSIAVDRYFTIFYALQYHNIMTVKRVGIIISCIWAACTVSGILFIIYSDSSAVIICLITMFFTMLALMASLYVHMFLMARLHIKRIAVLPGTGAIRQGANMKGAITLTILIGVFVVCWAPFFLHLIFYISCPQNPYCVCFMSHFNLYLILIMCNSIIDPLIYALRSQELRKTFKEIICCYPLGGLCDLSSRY
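Material – human MC4R-expressing U2OS cells · Repeats – no replicates · Detection – TR-FRET with Eu-cAMP and labeled anti-cAMP, 671 nm · Times – compound 30 min, challenge 1 h, detection 1 h · Compound – single nominal compound dose of 6.5 µM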
aDG glyco act = alpha-DG glycosylation activation. 0.22% of 360,000 active. AID 624168. Pro5-aDG cells, alpha-DG glycosylation AlphaScreen (IIH6); 0% Pro5, 100% B10-LARGE cell signal. activation, % at 10 µM;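 active = activation of at least 8% versus controls, or a plate z-score of at least 8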;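 note: Pro5 are CHO cells carrying HIG-tagged alpha-DG that lacks glycosylation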
Glyco luc inh = blocks N-linked glycosylation in D54 reporter cells. D54 ERlucT glycosylation luciferase reporter, 24 h; percent of 100 nM tunicamycin response. reporter increase, % at 12.5 µM. 0.23% of 360,000 active;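 active = mean luciferase reporter signal, scaled so untreated is 0 and the glycosylation-blocking control 100, at or above a set limit in every replicate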;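 note: luciferase carries N-glycosylation sites so blocking glycosylation raises the light; 0% = median of neutral control wells and 100% = median of 100 nM tunicamycin wells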
Exocytosis inh = lytic granule exocytosis inhibition. TALL-104 LAMP-1 surface exposure, flow cytometry; cells stimulated with thapsigargin and PMA. 0.66% of 360,000 active. inhibition, % at 10 µM;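 active = inhibition above about 55%, limit read from the data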
ABCB6 inh 2 = inhibitors of human ABC transporter ABCB6. Q9NP58. K562-ABCB6 porphyrin accumulation, flow cytometry, 1 h; active compounds read low. fluorescence ratio to DMSO, % at 10 µM. 0.19% of 360,000 active;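 active = fluorescence ratio to DMSO below 75%, the collection mean minus 3 SD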;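 note: signal is porphyrin accumulated inside mitochondria; 100% equals median channel fluorescence of DMSO control wells; lower ratio means ABCB6 inhibition with less porphyrin fluorescence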
Vif imaging = blocks HIV Vif function | HEK293T cells, Vif self-association by quenched fluorescence, imaging, 24 h | inhibition, % at 7.49 µM | 0.35% of 340,000 active; in the data active = inhibition above about 50%, passing the limit was not always enough; note: some results filed as inactive read as strong as hits
ABHD5 PLIN5 PPI = inhibitors of human ABHD5-perilipin-5 interaction; Q00G26+Q8WTS1; 0.78% of 360,000 active; Split G. princeps luciferase complementation, luminescence, 4 h; inhibition, % at 4 µM; AID 602281;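 active = inhibition above the mean inhibition across every tested compound plus 3 SD, cut at about 22% in these data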;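 note: 0% = DMSO only wells and the 100% control is not disclosed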
TLR9-MyD88 block = inhibitors of human TLR9-MyD88 binding. Q9NR96+Q99836. CHO BLA complementation TLR9-MyD88, CCF4 FRET ratio. inhibition, % at 4.98 µM. 0.21% of 340,000 active. AID 504734;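 active = inhibition above the mean over all tested compounds plus 3 SD, cut at about 21% in these data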;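 note: 0% = DMSO only wells and 100% = clavulanate BLA inhibitor control wells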
NOD2-RIPK2 inh = blocks binding of human NOD2 to RIPK2 | O43353 | CHO BLA complementation NOD2-RIPK2, CCF4 ratio | inhibition, % at 4.98 µM | 0.38% of 360,000 active | AID 624267; in the data active = inhibition above about 21%;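 note: 0% = vehicle only and 100% = reference blocker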
Target sequence (O43353 whole entry, looked up): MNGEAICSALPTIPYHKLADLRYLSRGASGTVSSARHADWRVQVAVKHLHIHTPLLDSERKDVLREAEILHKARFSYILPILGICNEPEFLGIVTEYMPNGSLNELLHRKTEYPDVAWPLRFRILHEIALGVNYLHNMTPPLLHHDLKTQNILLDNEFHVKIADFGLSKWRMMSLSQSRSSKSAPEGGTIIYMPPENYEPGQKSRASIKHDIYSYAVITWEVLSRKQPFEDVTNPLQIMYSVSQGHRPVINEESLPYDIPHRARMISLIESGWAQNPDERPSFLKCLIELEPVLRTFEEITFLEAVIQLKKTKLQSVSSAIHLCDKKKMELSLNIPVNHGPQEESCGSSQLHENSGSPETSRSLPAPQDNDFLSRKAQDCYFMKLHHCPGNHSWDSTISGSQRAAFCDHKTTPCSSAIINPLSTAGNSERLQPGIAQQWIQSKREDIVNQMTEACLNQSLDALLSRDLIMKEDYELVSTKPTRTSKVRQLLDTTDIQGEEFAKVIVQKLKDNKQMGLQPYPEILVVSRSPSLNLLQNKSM
MC4R ag barr = agonists of human melanocortin 4 receptor (MC4R) beta-arrestin. activation, % at 8.9 µM. P32245. 0.98% of 360,000 active. U2OS MC4R beta-arrestin complementation, luminescence; percent of melanotan II response, DMSO zero;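 active = activation above a per-plate cutoff, the mean activation of sample wells on that plate plus 3 SD, cut at about 8% in these data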
An asterisk follows results filed as active; · = no result given. Not all compounds are listed; rates above refer to the full screens.

SMILES	MC4R antag cAMP	aDG glyco act	Glyco luc inh	Exocytosis inh	ABCB6 inh 2	Vif imaging	ABHD5 PLIN5 PPI	TLR9-MyD88 block	NOD2-RIPK2 inh	MC4R ag barr
CC1(C)CC2CC(C)(CN2C(=O)Cc2ccccc2)C1 (stereo unspecified)	11.6	0.2	0.6	-1.0	96.0	2.2	3.6	0.2	-4.8	-1.3
CCOc1ccc(NC(=O)NCC2CCN(c3ccc(OC)cc3)C2)cc1 (stereo unspecified)	11.1	0.1	-1.4	-1.5	94.0	-0.4	-6.1	-1.3	7.8	3.1
O=[N+]([O-])c1ccc(N2CCN(CCO)CC2)cc1Sc1ccccn1	16.0	-0.2	-1.2	-0.1	96.0	-11.3	-1.7	-4.8	-6.0	0.3
CC(NC(=O)c1cc2cc(Cl)ccc2oc1=N)c1ccccc1 (stereo unspecified)	11.9	-0.2	4.8	1.2	106.0	-10.8	14.7	-1.4	0.2	4.5
COc1ccc(/C=N/c2nc3ccccc3n2C)cc1OC	-0.8	0.3	0.8	3.9	101.0	0.2	-2.4	1.0	-7.4	-1.9
Cc1ccc(-n2nnnc2SCC(=O)NC2CCCc3ccccc32)cc1 (stereo unspecified)	9.9	0.0	-2.1	-2.6	98.0	-7.8	-1.4	-7.6	-5.1	0.9
COc1ccc(N2C(=O)CCC(C(=O)NCCN3CCOCC3)C2c2ccc(OC)c(OC)c2)cc1 (stereo unspecified)	-0.3	-0.1	0.2	-0.7	101.0	4.5	11.6	3.7	4.5	1.0
CC(=O)c1ccc2c3c(cccc13)C(=O)N(c1c(C)nn(C)c1C)C2=O	9.4	-0.1	3.0	1.9	98.0	2.7	0.4	5.6	0.4	-2.1
COc1ccc(NC(=O)NC2(C(=O)N3CCOCC3)CCCCC2)cc1	-4.5	0.0	-0.4	-8.9	94.0	7.0	-2.1	2.5	-3.5	-0.5
CCOC(=O)C1=C(C)C2C3C(=O)N(c4ccc(C)cc4C)C(=O)C3C1(C)C1C(=O)N(c3ccc(C)cc3C)C(=O)C21 (stereo unspecified)	7.3	-0.1	0.6	-1.0	102.0	-6.8	-0.4	4.7	-6.8	-2.2
CC1=C(C(=O)N(C)C)CC(CC(=O)NC2CCCCC2)C(=O)N1CCC1=CCCCC1 (stereo unspecified)	2.4	-0.1	-1.1	1.6	101.0	7.4	6.5	2.1	-0.7	-1.2
COc1ccc(-c2csc(NCCc3nc4cc(Cl)c(N5CCCCC5)cc4n3CCOCCO)n2)cc1	2.9	0.2	2.0	3.2	100.0	·	9.8	2.5	1.6	3.6
Cc1ccc(CN2CCN(c3cccc4[nH]ccc34)CC2)cc1	-1.8	-0.1	-2.0	-3.3	96.0	-15.8	-3.0	7.2	-0.3	-0.6
COC(=O)c1ccc(C)c(NC(=O)CCCN2C(=O)CN(C)C2=O)c1	4.0	-0.1	2.1	-1.4	98.0	-1.3	8.8	-5.2	-0.3	-1.2
COc1ccc(OCC(O)CNC(=O)Nc2cc(C)cc(C)c2)cc1 (stereo unspecified)	0.2	-0.1	1.7	0.1	95.0	-7.6	-5.2	-0.3	-12.1	-0.9
COc1cc(C(=O)NCc2nnc(SCC(=O)NCc3ccco3)o2)cc(OC)c1OC	7.2	0.3	0.3	-13.0	102.0	-8.5	11.8	-6.0	-0.8	-2.2
CC(=O)N1CCN(S(=O)(=O)c2cccc(C(=O)NC3CCCC(C)C3C)c2)CC1 (stereo unspecified)	0.6	0.4	1.2	-0.8	94.0	6.8	-0.3	-9.9	-7.8	0.0
CN(C)C(=O)N1CCC(C(=O)NCC2CCCO2)CC1 (stereo unspecified)	8.9	-0.1	3.9	-0.4	95.0	-1.9	1.1	-1.7	3.2	-1.2
CCOc1ccc(-n2c(SCC(=O)NCc3ccco3)nc3c([nH]c4ccccc43)c2=O)cc1	9.9	0.2	4.1	-2.5	99.0	-1.1	10.5	-3.9	4.6	1.0
CCN1C(=O)/C(=C/c2cnn(CC)c2C)SC1=S	-1.6	0.0	-4.5	3.5	97.0	10.9	-0.1	-1.7	-2.4	-1.0

3 entries from above, with values under each structure.
The line under a structure holds: MC4R antag cAMP	aDG glyco act	Glyco luc inh	Exocytosis inh	ABCB6 inh 2	Vif imaging	ABHD5 PLIN5 PPI	TLR9-MyD88 block	NOD2-RIPK2 inh	MC4R ag barr
Cc1ccc(-n2nnnc2SCC(=O)NC2CCCc3ccccc32)cc1 (stereo unspecified)
→ 9.9	0.0	-2.1	-2.6	98.0	-7.8	-1.4	-7.6	-5.1	0.9
CCOC(=O)C1=C(C)C2C3C(=O)N(c4ccc(C)cc4C)C(=O)C3C1(C)C1C(=O)N(c3ccc(C)cc3C)C(=O)C21 (stereo unspecified)
→ 7.3	-0.1	0.6	-1.0	102.0	-6.8	-0.4	4.7	-6.8	-2.2
CC(NC(=O)c1cc2cc(Cl)ccc2oc1=N)c1ccccc1 (stereo unspecified)
→ 11.9	-0.2	4.8	1.2	106.0	-10.8	14.7	-1.4	0.2	4.5

Later entries:
SMILES	MC4R antag cAMP	aDG glyco act	Glyco luc inh	Exocytosis inh	ABCB6 inh 2	Vif imaging	ABHD5 PLIN5 PPI	TLR9-MyD88 block	NOD2-RIPK2 inh	MC4R ag barr
CC(C)(C)c1ccc(CC(=O)N2CCC2(C)C(=O)NCc2ccc(Cl)cc2)cc1 (stereo unspecified)	1.2	0.6	-2.0	24.8	95.0	-1.7	-1.5	·	14.9	-1.4
CC(C)Oc1ccc(C2CC(=O)NC3=C2C(=O)CCC3)cc1 (stereo unspecified)	-1.4	-0.1	3.5	-0.2	97.0	-7.5	-2.3	-2.2	-4.3	-1.4
Fc1cc(Cl)cc2ccc(-c3ccccc3)nc12	·	-0.1	-0.1	1.6	94.0	-2.6	-2.8	·	-7.7	·
Cc1ccc(NC(=O)c2ccc(S(=O)(=O)C(F)F)cc2)c(C)c1	-1.1	-0.2	2.1	2.3	87.0	1.8	-1.8	6.8	-3.9	-0.1
O=C(CCCNc1ccccc1)N/N=C/c1cccs1	12.1	-0.3	2.1	3.5	106.0	-2.4	-5.5	-7.4	-8.2	-0.2
CC(NC(=O)CCC(=O)Nc1ccccc1O)c1ccccc1 (stereo unspecified)	9.3	0.0	0.3	-0.4	97.0	0.8	3.7	·	-7.2	-1.6
CCCC(c1c(C)n(C)n(-c2ccccc2)c1=O)c1c(C)n(C)n(-c2ccccc2)c1=O	4.4	0.2	-2.1	-4.1	88.0	·	2.3	9.4	6.0	-1.8
COc1ccc(S(=O)(=O)N2Cc3ccccc3CC2C(=O)Nc2ccc3c(c2)OCO3)cc1 (stereo unspecified)	14.4	0.1	-0.5	1.4	92.0	-7.8	-1.9	6.2	0.3	-0.5
CC(C)NC(=O)c1sc2c(c1C(=O)Nc1cccnc1)CCCC2	5.1	0.2	2.4	-1.2	104.0	-1.7	8.5	0.7	-61.8	2.6
CCc1ccc(CN(C)C(=O)C2CCC(=O)N(CCCN3CCCC3=O)C2)cc1 (stereo unspecified)	2.9	0.0	1.7	-9.5	102.0	-1.2	4.3	-6.2	-3.8	-0.7
Cc1cc([N+](=O)[O-])ccc1NS(=O)(=O)c1ccccc1	-2.1	0.1	5.1	1.5	98.0	-35.4	-3.1	-0.3	-8.5	-3.2
O=C(CN1CCN(C(=O)c2cccc(S(=O)(=O)N3CCCC3)c2)CC1)Nc1ccccc1Cl	1.4	-0.1	-0.4	0.7	98.0	-6.9	6.5	-1.4	-4.3	-3.0
COc1ccc([C@@H]2[C@@H]3C(=O)N(C(C)(C)C)C(=O)[C@@H]3[C@]3(Cc4ccc(Cl)cc4)C(=O)N(c4ccc(Br)cc4)C(=O)N23)cc1	23.9	1.2	-5.5	3.8	94.0	-3.4	-5.2	-8.0	0.0	2.6
CC1(C)CC(NC(=S)Nc2ccc([N+](=O)[O-])cc2)CC(C)(C)N1	24.7	0.5	1.8	12.0	88.0	-6.5	-4.0	0.6	-0.2	-1.8
Cc1ccnc(NC(=O)CCC(=O)N(CC(=O)NCc2ccc(F)cc2)c2ccc(F)cc2)c1	19.4	0.2	2.7	2.1	96.0	2.6	-1.2	2.1	-7.1	1.1
COc1ccc(NC(=O)C2(C)Cc3c(-c4ccc(N(C)C)cc4)ccnc3O2)cc1 (stereo unspecified)	13.3	-0.5	0.6	-2.8	94.0	·	-4.3	·	5.2	-2.4
Cc1ccc(N=C2NC(=O)C(CC(=O)NCc3ccccc3)S2)cc1C (stereo unspecified)	20.4	0.5	0.6	2.9	101.0	1.8	0.3	-4.6	-15.1	-1.5
CCNC(=S)NNc1nc(N2CCCCC2)nc(N2CCOCC2)n1	9.9	0.2	-2.3	1.7	96.0	2.8	-1.5	8.7	-10.0	-0.2
CNC(=S)N1C2CCC1CC(NC(=O)NC13CC4CC(CC(C4)C1)C3)C2 (stereo unspecified)	10.6	-0.5	-4.9	-4.8	94.0	·	1.5	-4.8	-6.9	2.3
Cc1cc(C)n(-c2nc3c(c(=O)[nH]c(=O)n3C)n2CC(O)COc2ccc(Cl)cc2Cl)n1 (stereo unspecified)	-4.4	0.0	2.0	11.8	206.0	·	-4.3	-15.7	-8.0	-0.1
COc1ccc([C@@H]2CC=C(C(=O)O)[C@H](c3ccc(Br)cc3)N2S(=O)(=O)c2ccccc2C)cc1	-1.4	0.1	0.0	19.9	98.0	-1.4	-0.2	-24.0	-10.1	-0.1
COc1ccc(-c2csc(N3CCN(c4cc(C)nc5ccccc45)CC3)n2)cc1OC	0.0	-0.3	-1.6	7.9	93.0	-7.2	9.1	-2.0	-6.3	6.0
COc1ccc(CCN2C(=O)c3[nH]nc(-c4ccccc4O)c3C2c2cccc(O)c2)cc1OC (stereo unspecified)	9.6	-0.3	-2.1	-0.3	89.0	-5.9	4.3	0.7	-2.3	-0.7
Cc1ccc(S(=O)(=O)NN=C2CCc3ccccc32)cc1	2.5	-0.1	-0.9	-1.1	98.0	0.0	0.3	-1.2	3.9	-0.9
Cc1cc(NC(=O)CCC(=O)N(CC(=O)NC2CCCC2)c2cccc(F)c2)no1	23.4	-0.1	0.7	-0.9	93.0	13.9	-2.6	-7.7	0.1	1.2
Cc1ccc(Cn2ccc(O)c(Cc3ccccc3)c2=O)cc1	2.9	-0.3	2.8	3.3	95.0	1.1	0.0	7.1	-18.4	-2.0
Cc1ccc2nc(NC(=O)[C@H](C)N3C(=O)C4CC=CCC4C3=O)sc2c1 (stereo partly specified)	20.4	-0.1	-0.8	-1.8	91.0	-4.6	1.3	-2.5	1.5	-0.1
O=C(Nc1nc(-c2ccccn2)cs1)c1ccc(Br)s1	0.5	0.6	-3.6	0.1	98.0	-19.8	0.6	-8.7	-1.0	0.2
COc1ccc(N(CC(=O)NC2CC3CCC2C3)S(=O)(=O)c2ccc(C)cc2)cc1 (stereo unspecified)	5.0	0.2	-1.7	1.9	93.0	0.6	-6.2	-1.1	5.7	-3.5
N#Cc1c2n(c(=O)[nH]c1=O)CCCCC2	0.8	0.1	-1.7	3.3	102.0	2.7	-6.2	1.0	-6.1	-0.9
O=c1c2ccccc2[nH]c(=S)n1CCCN1CCC(Cc2ccccc2)CC1	-3.7	0.6	1.1	43.0	94.0	4.5	3.9	3.5	1.3	-0.6
O=C1C=C(c2cccc3c2oc2ccccc23)CCC1	-3.9	0.0	-3.5	2.7	98.0	-6.3	-1.2	0.3	-5.0	-1.0

Compound activity (PubChem BioAssay)
